NPY-Y2 PAM-ag: potentiators or agonists of human neuropeptide Y receptor Y2. cells expressing NPY-Y2, potentiator/agonist read-out. hit rate 0.45% among 220,000. P49146. activation, % at 3.6 µM; in the data active = activation above about 27%;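 also: cells stimulated with NPY near EC25 plus isoproterenol at EC100; 0% = vehicle plus submaximal agonist and 100% = vehicle plus saturating agonist; some results beyond the cut were filed as inactive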
Ba/F3 V617F tox: reduce viability of Ba/F3 cells dependent on JAK2V617F | Ba/F3 EpoR-JAK2V617F viability, ATP luminescence | inhibition, % at 5.6 µM | hit rate 1.1% among 220,000 | AID 1446;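 active = inhibition above the campaign mean plus 3 SD over all tested compounds, cut at about 24% in these data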;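 also: cytokine-independent growth of Ba/F3 cells driven by EpoR plus mutant JAK2; 0% = DMSO-treated cells and 100% = JAK inhibitor I control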
S1P4 antagonist: blocks the human S1P4 receptor. O95977. S1P4-expressing cells, antagonist mode, reporter read-out. inhibition, % at 4.98 µM. hit rate 0.26% among 220,000. AID 1510; in the data active = inhibition above about 29%;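 also: 0% = wells stimulated with agonist and 100% = vehicle wells without agonist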
Target sequence (O95977 whole entry, looked up): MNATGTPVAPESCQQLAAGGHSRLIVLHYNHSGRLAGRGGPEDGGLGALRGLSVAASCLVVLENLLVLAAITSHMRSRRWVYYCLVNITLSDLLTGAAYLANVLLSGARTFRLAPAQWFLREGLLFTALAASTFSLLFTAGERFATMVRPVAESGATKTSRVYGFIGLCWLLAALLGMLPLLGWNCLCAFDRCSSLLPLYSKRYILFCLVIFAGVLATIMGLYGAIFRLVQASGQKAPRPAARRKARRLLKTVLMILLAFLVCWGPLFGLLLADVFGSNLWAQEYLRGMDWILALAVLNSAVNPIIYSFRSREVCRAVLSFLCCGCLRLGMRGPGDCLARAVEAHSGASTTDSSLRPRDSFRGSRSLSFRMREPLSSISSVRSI
S1P4 ag: activates the human S1P4 receptor | S1P4-expressing cell line, agonist reporter assay | activation, % at 4.98 µM | hit rate 0.35% among 220,000; in the data active = activation above about 11%;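 also: 0% = DMSO vehicle and 100% = reference agonist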
RBBP9 inh: blocks human serine hydrolase RBBP9. hit rate 0.2% among 220,000. inhibition, % at 7.94 µM. recombinant RBBP9, FP-Rh probe fluorescence polarization. AID 1515. O75884;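 active = inhibition above the campaign mean of all tested compounds plus 3 SD, cut at about 14% in these data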;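 also: plate controls were DMSO wells with RBBP9 for no effect and wells lacking RBBP9 protein for full effect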
Target sequence (O75884 whole entry, looked up): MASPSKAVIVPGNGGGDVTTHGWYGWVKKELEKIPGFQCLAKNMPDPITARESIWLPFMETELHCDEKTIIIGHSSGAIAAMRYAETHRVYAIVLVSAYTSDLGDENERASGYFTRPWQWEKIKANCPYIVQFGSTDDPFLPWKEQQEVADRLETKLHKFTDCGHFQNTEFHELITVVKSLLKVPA
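Material: RBBP9 protein. Amount: RBBP9 at 2.5 µM in dispensed solution, before mixing. Schedule: 30 min then 45 min, 25 °C. Medium: Tris buffer pH 8.0, NaCl, Pluronic. Measured by: fluorescence polarization. Measure: percent inhibition from mP, scaled between DMSO and no-protein wells. Replication: one well per compound.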
BaF3 parental: reduces parental Ba/F3 cell viability, JAK2V617F counter-screen; inhibition, % at 5.6 µM; hit rate 1.1% among 220,000; AID 1486; CellTiter-Glo ATP luminescence;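 active = inhibition above a per-campaign cutoff, the mean inhibition of all tested compounds plus 3 SD, cut at about 27% in these data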;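 also: 0% = DMSO wells and 100% = JAK Inhibitor I control wells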
NPY-Y1 antag: blocks the human neuropeptide Y Y1 receptor. HEK293-CNG Y1 cells, membrane potential fluorescence; NPY at EC95, then isoproterenol. hit rate 1% among 200,000. inhibition, % at 3.6 µM. AID 1040. P25929;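 active = inhibition above the campaign mean inhibition of all tested compounds plus 3 SD, cut at about 20% in these data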;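 also: 0% = DMSO wells given NPY plus isoproterenol and 100% = isoproterenol alone without NPY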
Target sequence (P25929 whole entry, looked up): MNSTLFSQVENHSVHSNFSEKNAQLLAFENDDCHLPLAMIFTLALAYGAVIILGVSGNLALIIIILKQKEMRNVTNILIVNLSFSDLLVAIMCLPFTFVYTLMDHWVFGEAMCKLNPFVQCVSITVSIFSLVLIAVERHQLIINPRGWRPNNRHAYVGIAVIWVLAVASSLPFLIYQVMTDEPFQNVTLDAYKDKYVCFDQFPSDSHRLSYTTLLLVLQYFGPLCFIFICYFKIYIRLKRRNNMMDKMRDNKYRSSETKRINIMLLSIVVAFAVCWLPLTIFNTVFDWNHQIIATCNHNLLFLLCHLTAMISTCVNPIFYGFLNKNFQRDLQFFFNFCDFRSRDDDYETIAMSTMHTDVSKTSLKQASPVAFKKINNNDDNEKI
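Benchmarks – high control isoproterenol alone, low control NPY with isoproterenol · Material – HEK293 Y1/CNG channel cell line · Times – dye 3 h, compound 60 min room temperature, stimulation 45 min · Probe or stimulus – NPY (25 nM), isoproterenol (1 µM), Ro 20-1724 (25 µM) · Evaluation – % inhibition of NPY effect · Signal – fluorescence, membrane potential probe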
Runt-CBFb FRET: Runt domain-CBFb interaction inhibition; hit rate 0.46% among 220,000; inhibition, % at 20 µM; Cerulean-Runt/Venus-CBFb FRET ratio 530/480, 1 h; Q01196+Q13951;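 active = inhibition over about 50% at 20 µM in the single-dose screen, limit read from the data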;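 also: 0% = DMSO wells and 100% = excess unlabeled CBFb competitor control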
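Buffer or medium: Tris pH 7.5 buffer with BSA. Assay system: Cerulean-labeled Runt domain protein. Amount: each fluorescent fusion protein 100 nM. Read-out basis: loss of energy transfer signal. Incubation: 1 h compound exposure, room temperature. Probe or stimulus: Venus-CBFb binding partner, 100 nM. Detection: FRET, excitation 422 nm, emission at 530 and 480 nm.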
NPY-Y1 PAM-ag: potentiators or agonists of human neuropeptide Y receptor Y1; hit rate 0.37% among 220,000; P25929; activation, % at 3.6 µM; NPY-Y1 expressing cells, potentiator/agonist activation; in the data active = activation above about 33%, passing the limit was not always enough;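 also: cells stimulated with NPY at EC10 then isoproterenol at EC100; 0% = low agonist plus stimulus and 100% = saturating agonist plus stimulus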
Starred values were filed as active, the others as inactive; · = not tested or not shown. Not a hit list; 3.6% or so of the library scored in one or more.

SMILES	NPY-Y2 PAM-ag	Ba/F3 V617F tox	S1P4 antagonist	S1P4 ag	RBBP9 inh	BaF3 parental	NPY-Y1 antag	Runt-CBFb FRET	NPY-Y1 PAM-ag
O=C(OCCCN=C1NS(=O)(=O)c2ccccc21)c1ccc(F)cc1	-3.0	-2.2	-4.0	2.3	3.1	1.7	9.6	1.0	-2.4
CCCCSc1nnc(-c2ccc(NC(=O)CCc3ccccc3)cc2)n1C	12.0	-5.3	0.1	1.2	-1.1	3.6	-5.4	0.5	-17.1
O=C(Nc1ccc(F)c(Cl)c1)c1nsc(Cl)c1Cl	-25.6	2.8	-0.1	1.5	-5.5	-2.9	·	1.3	0.5
O=C(Nc1nc2ccc(S(=O)(=O)N3CCOCC3)cc2s1)c1cccs1	-15.1	2.5	9.0	-0.3	-6.9	4.0	2.5	2.1	-27.3
Nc1nnc(SCC(=O)Nc2ccc3c(c2)OCCO3)s1	7.3	1.8	-10.0	0.6	5.9	4.8	-1.1	2.1	3.3
Cc1ccc(-c2nnc(Cc3ccc(Cl)cc3)o2)cc1	-27.5	-4.1	-5.3	0.8	-6.0	6.7	3.8	-2.3	-13.7
O=C(Cn1c(=O)n(-c2ccccc2)c(=O)c2oc3ccccc3c21)Nc1ccccc1	1.7	-3.3	-14.6	1.4	-7.7	1.9	6.3	-1.3	-3.7
CCOC(=O)N1CCN(Cc2nc(-c3cccs3)no2)CC1	5.4	-0.3	-1.7	-0.1	-3.3	-0.8	-6.0	-0.3	11.2
Nc1nc(-c2ccc(Br)s2)c(Br)s1	5.3	-0.5	-16.0	0.1	10.6	1.1	-5.5	42.3	-5.7
O=C(Cn1cnc2ccccc2c1=O)Nc1ccc(-c2nnc3n2CCCCC3)cc1	2.7	0.8	-2.3	-0.7	-2.4	1.9	-2.8	-2.0	19.7
COc1ccc(-n2cc(CN3CCCC3)c(-c3cccc(F)c3)n2)cc1	-20.9	-1.6	8.1	0.2	3.2	1.0	0.0	-3.7	-16.9
O=C(c1ccccc1NS(=O)(=O)c1ccc2c(c1)OCCO2)N1CCOCC1	-9.6	1.1	-22.2	-1.4	-0.6	2.0	-2.9	0.5	-11.9
CC(C)COc1ccc(C/C(N)=N/n2cnnc2)cc1	5.7	12.3	-11.8	0.8	-9.7	24.3	0.5	0.0	-6.3
Cc1ccc(SCC(=O)Nc2ccc3c(c2)C(=O)NC3=O)cc1	-0.2	-3.3	-4.4	1.7	-5.5	4.2	3.2	-0.4	1.8
Cc1nnc(SCC(=O)NC(C)(C)C)n1CCc1ccccc1	-3.0	0.1	-3.2	2.1	3.9	4.0	0.4	-4.6	-16.5
Cc1cc(C)n(C2CC(=O)N(c3cc(Cl)cc(Cl)c3)C2=O)n1 (configuration not stated)	16.4	-1.8	0.8	0.7	-7.7	-2.3	·	0.5	-6.8
N=c1c2c(n(Cc3cccc(Cl)c3)c3c1CCC3)CCCC2	-8.6	71.8*	-37.2	-1.6	-2.7	61.0*	4.2	1.3	-21.3
CCOc1ccc(C(=O)c2cc3ccc(O)cc3oc2=O)cc1	-1.1	-0.9	-4.3	3.4	-12.3	7.3	0.9	86.5*	10.1
CN1CCN(CCc2nc3cc(NC(=O)c4ccco4)ccc3n2C)CC1	-8.6	1.3	-6.7	1.6	-9.4	-8.9	·	3.4	17.8
CCOC(=O)c1c(C)[nH]c(C)c1C(=O)COC(=O)CCOc1ccccc1OC	-11.3	-1.6	-12.0	1.4	-0.5	1.9	-0.1	-1.1	-4.4

Shown with two lines to a compound: part of the list above
Every second line gives: NPY-Y2 PAM-ag | Ba/F3 V617F tox | S1P4 antagonist | S1P4 ag | RBBP9 inh | BaF3 parental | NPY-Y1 antag | Runt-CBFb FRET | NPY-Y1 PAM-ag
Cc1ccc(SCC(=O)Nc2ccc3c(c2)C(=O)NC3=O)cc1
    -0.2 | -3.3 | -4.4 | 1.7 | -5.5 | 4.2 | 3.2 | -0.4 | 1.8
Cc1nnc(SCC(=O)NC(C)(C)C)n1CCc1ccccc1
    -3.0 | 0.1 | -3.2 | 2.1 | 3.9 | 4.0 | 0.4 | -4.6 | -16.5
Cc1cc(C)n(C2CC(=O)N(c3cc(Cl)cc(Cl)c3)C2=O)n1 (configuration not stated)
    16.4 | -1.8 | 0.8 | 0.7 | -7.7 | -2.3 | · | 0.5 | -6.8
N=c1c2c(n(Cc3cccc(Cl)c3)c3c1CCC3)CCCC2
    -8.6 | 71.8* | -37.2 | -1.6 | -2.7 | 61.0* | 4.2 | 1.3 | -21.3
CCOc1ccc(C(=O)c2cc3ccc(O)cc3oc2=O)cc1
    -1.1 | -0.9 | -4.3 | 3.4 | -12.3 | 7.3 | 0.9 | 86.5* | 10.1

The listing continues:
SMILES	NPY-Y2 PAM-ag	Ba/F3 V617F tox	S1P4 antagonist	S1P4 ag	RBBP9 inh	BaF3 parental	NPY-Y1 antag	Runt-CBFb FRET	NPY-Y1 PAM-ag
Cc1nn(C(C)CC(=O)O)c(C)c1C (configuration not stated)	-4.4	-1.8	12.5	-3.6	2.2	4.6	5.0	2.6	-24.9
CCN(CC)S(=O)(=O)c1ccc(N2CCOCC2)c(NC(=O)CNCCc2ccccc2)c1	-4.8	1.7	5.2	-0.4	-4.4	1.1	·	-5.1	-6.8
Cc1cccn2c(=O)c(/C=C(\C#N)C(=O)NC3CCS(=O)(=O)C3)c(N3CC(C)OC(C)C3)nc12 (configuration not stated)	0.1	1.7	5.7	2.0	4.8	-1.2	·	11.5	-7.6
O=C(Cn1cnc2c(cnn2-c2ccccc2Cl)c1=O)N1CCc2ccccc21	-5.5	4.1	-10.9	0.5	-0.1	6.8	-4.4	-1.1	-3.7
Cc1nn(Cc2c(F)c(F)c(F)c(F)c2F)c(C)c1NC(=O)c1cccc(COc2ccccc2Cl)c1	-4.9	0.1	10.6	-0.9	-2.1	1.8	-0.9	-3.3	17.1
CCOC(=O)c1ccc(Oc2nc(SC)nc(N(C)C)n2)cc1	-26.2	0.2	6.9	1.3	-8.4	9.0	9.9	-1.7	-22.5
CC(C)Cn1cnc2c(c1=N)C(c1ccccc1)C1=C(CC(C)(C)CC1=O)O2 (configuration not stated)	13.6	-2.9	-4.2	1.1	-2.7	-1.4	·	0.0	13.7
COCCNC(=O)c1ccc(C2SCC(=O)N2Cc2ccco2)cc1 (configuration not stated)	-3.6	-2.3	-0.5	-1.3	-12.3	-0.6	-1.7	0.4	-10.3
Cc1cc(Nc2ccc(F)cc2C)n2nc(C)nc2n1	-5.3	1.5	4.8	-1.9	-4.8	3.8	5.0	2.2	10.1
COc1ccc(C(=O)NC2CCN(C(=S)Nc3cccc(C)c3C)CC2)cc1	-8.9	-3.7	-0.3	2.4	-2.8	1.2	2.2	-2.8	-12.8
CCCc1[nH]nc2c1C(c1ccc(OCCN3CCOCC3)c(OCC)c1)C(C#N)=C(N)O2 (configuration not stated)	11.8	-5.1	-6.2	-1.1	-1.0	2.3	-2.0	-0.9	-21.0
O=C(Nn1cnnc1)c1cc(-c2ccccn2)nc2ccccc12	16.8	-2.1	-10.2	-0.6	3.9	4.4	1.5	2.4	7.2
O=c1[nH]c2ccsc2c(=O)n1-c1ccc(F)cc1	15.8	0.7	-5.9	0.9	-6.2	-0.2	4.1	-0.5	-9.6
COc1ccc(N(Cc2cc3ccccc3[nH]c2=O)S(C)(=O)=O)cc1	16.0	2.9	7.0	0.4	-4.2	6.2	-0.1	0.2	-3.8
Cn1cc(S(=O)(=O)Nc2ccc(F)cc2F)c(=O)n(C)c1=O	-9.5	1.6	-5.8	-0.3	-4.5	10.6	4.9	-1.2	3.1
O=C(OC(C(=O)Nc1cccc(C(F)(F)F)c1)c1ccccc1)C1CCCCC1 (configuration not stated)	16.5	-3.3	4.2	-1.5	-15.1	1.1	-2.9	3.2	9.9
COc1cc(NC(=O)COC(=O)CSc2ccccc2F)c(C)cc1[N+](=O)[O-]	-6.5	-1.7	-14.2	1.0	-3.0	2.2	2.5	-0.6	-1.2
CC1CCN(c2nc3c(c(=O)[nH]c(=O)n3C)n2Cc2ccccc2Cl)CC1	8.7	-1.0	-17.6	-0.9	-6.6	6.1	2.4	·	6.6
COc1ccc(/C=N/NC(=O)CCSc2nc3ccccc3s2)cc1OC	-1.1	-2.4	-4.6	-0.1	-7.0	-0.4	2.6	-1.6	-12.8
Cn1cc(CC(=O)NCCN2CCOCC2)c2ccccc21	2.2	3.1	-16.3	-0.3	-4.2	9.7	-3.1	-0.5	3.6
CCCN1CCN(CCCNC(=O)c2cc3c(=O)[nH]c4ccccc4c3s2)CC1	-6.9	2.2	-2.6	-0.9	-1.1	3.6	4.3	2.4	-24.8
CCOc1ccc2nc(SCC(=O)NC(=O)NCc3ccco3)[nH]c2c1	-9.9	-1.0	2.8	0.6	-5.9	-3.4	-3.9	0.9	-4.0
COc1ccc(C(=O)C2CCCN(Cc3ccc(Sc4nncn4C)o3)C2)cc1F (configuration not stated)	5.6	-3.5	-13.0	2.8	-0.7	2.9	3.5	1.1	-1.9
COC(=O)N/N=C/c1cccc(OCCSc2ccc(Cl)cc2)c1	0.7	0.1	-10.8	-1.7	-13.3	7.0	-0.7	-4.0	-11.9
Cc1ccc(S(=O)(=O)N2CCOCC2)cc1NC(=O)CN(C)C1CCS(=O)(=O)C1 (configuration not stated)	-12.3	1.6	6.6	1.3	-6.6	-0.9	·	-0.2	12.2
O=C(O)CCC(=O)N1CCN(c2ccccn2)CC1	0.5	2.5	-11.2	2.3	-0.2	4.0	2.2	1.2	-4.0
Cc1ccc2nc(Cn3cc(C(F)(F)F)cc(Cl)c3=O)cc(=O)n2c1	3.8	-3.5	4.2	0.4	-2.0	-3.3	0.2	0.5	-6.1
O=C1C(Oc2ccccc2)C(c2ccc3c(c2)OCO3)N1CCc1ccc(F)cc1 (configuration not stated)	-0.1	3.0	-4.9	0.4	-4.6	11.2	0.6	-1.3	-30.7
COc1ccc(CCNC(=O)COC(=O)c2ccc(Br)o2)cc1	-10.1	4.9	10.8	1.9	-5.7	6.2	5.9	1.9	-23.5
CCc1nnc(NC(=O)CSc2nnc(-c3ccoc3C)n2-c2cccc(C)c2)s1	1.0	0.6	-10.8	-1.6	-3.8	4.3	-0.8	1.1	-19.5
COc1ccc(/C=N/NC(=O)c2ccccc2O)cc1Cn1nnc2ccccc21	7.2	-7.3	-9.7	0.1	-9.8	2.8	·	-2.2	9.0
O=C1C=C(O)C(n2cncn2)C(c2ccc(F)cc2)C1 (configuration not stated)	11.7	-0.6	-21.8	1.4	-1.8	8.4	-0.2	2.3	-16.5
CCC(C)NC(=O)NC1C(NC(=O)NC(C)CC)N(C)C(=O)N1C (configuration not stated)	-17.0	-2.5	2.4	-0.3	1.8	2.0	6.4	-0.7	-13.1
CCC(C)NC(=O)C(=O)NCC1CCCN1CC (configuration not stated)	-7.9	4.7	-21.4	-1.7	-7.5	4.1	1.2	0.8	13.2
COc1ccc(C(c2nnnn2C2CCCCC2)N2CCN(c3ccc(OC)cc3)CC2)cc1 (configuration not stated)	8.4	0.4	5.3	1.0	-2.0	3.1	2.4	3.3	15.3

Screening results: PubChem, several laboratories
